From PubChem
HDAC3 inh: blocks human histone deacetylase 3. inhibition, % at 8.3 µM. 320,000 compounds, 0.15% hits. O15379. AID 2718. recombinant HDAC3, fluorogenic peptide/trypsin coupled, fluorescence; in the data active = inhibition above about 26%, passing the limit was not always enough
DYRK1A inh: inhibitors of rat Dyrk1A kinase; inhibition, % at 12.5 µM; ADP-Glo luminescence, NFATc1 peptide; 310,000 compounds, 0.43% hits; in the data active = inhibition above about 50%;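 note: plate controls were vehicle with enzyme for no effect and no enzyme for full effect; many of its hits are not listed in these tables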
GSK3A inh: blocks human GSK-3 alpha kinase; P49840; ADP-Glo luminescence, 60 min; inhibition, % at 10 µM; 320,000 compounds, 0.1% hits; AID 2650;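 in the data active = inhibition above about 50%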;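 note: GST-tagged GSK-3 alpha with peptide substrate and 25 µM ATP; 0% = DMSO neutral wells and 100% = GW8510 positive control wells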
Target sequence (P49840 whole entry, looked up): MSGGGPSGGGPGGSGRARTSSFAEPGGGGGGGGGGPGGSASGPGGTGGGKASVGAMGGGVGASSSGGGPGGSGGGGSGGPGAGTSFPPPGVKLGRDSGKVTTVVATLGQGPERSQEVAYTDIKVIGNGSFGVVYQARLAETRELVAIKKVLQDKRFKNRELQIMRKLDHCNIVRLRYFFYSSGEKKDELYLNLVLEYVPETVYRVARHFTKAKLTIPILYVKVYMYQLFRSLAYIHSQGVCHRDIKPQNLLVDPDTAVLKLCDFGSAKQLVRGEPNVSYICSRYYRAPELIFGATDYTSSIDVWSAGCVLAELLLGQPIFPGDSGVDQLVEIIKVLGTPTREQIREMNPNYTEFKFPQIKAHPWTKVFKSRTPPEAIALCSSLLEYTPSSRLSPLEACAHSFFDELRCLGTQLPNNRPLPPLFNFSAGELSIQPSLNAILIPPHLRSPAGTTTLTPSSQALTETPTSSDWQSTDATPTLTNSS
Active calls of the source: *. This is a subset. The share of hits here may be higher or lower than overall.

mol	HDAC3 inh	GSK3A inh	DYRK1A inh
CCOc1ccc(CN(C)C(=O)c2ccc3c(c2)NC(=O)C(C)S3)cc1OC (stereo unspecified)	-0.7	-4.3	1.2
O=C(O)c1ccc(C=NNC(=O)c2ccccc2NS(=O)(=O)c2cccs2)cc1	-3.0	-1.2	-0.6
COc1cc([C@H]2OC[C@H]3[C@@H]2CO[C@H]3c2ccc(O)c(OC)c2)ccc1O	-8.5	2.2	17.5
CCOc1ccccc1C(=O)OCC(=O)NCc1ccc2c(c1)OCO2	-1.0	1.2	6.1
O=C1C=C(c2ccc(Oc3ccccc3)cc2)C[C@@H](c2ccc(Cl)cc2)C1	2.9	-2.1	0.3
CCc1ccc([C@@H]2CC=C(C(=O)O)CN2S(=O)(=O)c2ccc(C)cc2)cc1	-3.9	-29.6	-4.7
O=c1ccn([C@@H]2O[C@H](COS(=O)(=O)O)[C@@H](O)[C@H]2O)c(=O)[nH]1	-2.0	-0.2	13.0
CN(Cc1ccco1)C(=O)c1ccc(S(=O)(=O)N2CCCCCC2)cc1	2.8	1.6	-0.8
C=CCC[C@@H](Cc1ccc(F)cc1)C(=O)OC[C@@H](NC(=O)[C@@H](CC=C)CC(=O)N(CCO)Cc1ccccc1)c1ccccc1	38.0*	-3.3	2.5
Cc1cc(C)cc(CSc2ccc(S(=O)(=O)N3CCCC3)cn2)c1	12.2	-5.7	-0.3
CC(C)CN(C(=O)CSc1nncn1C)C1CCS(=O)(=O)C1 (stereo unspecified)	-1.6	1.0	2.2
C[C@H]1CN([C@@H](C)CO)C(=O)Cc2cc(NC(=O)CCC(F)(F)F)ccc2O[C@H]1CN(C)CC1CC1	2.7	-1.3	6.6
Cn1c(SCC(=O)Nc2ccc(C(=O)O)cc2)nc2scc(-c3ccccc3Cl)c2c1=O	3.7	-2.6	2.1
CCCNC(=O)c1ccccc1NC(=O)c1cccc(-n2cnnn2)c1	1.1	0.3	2.6
CC(C(=O)N1CCc2ccccc21)N(C)CC(=O)Nc1ccccc1Cl (stereo unspecified)	-0.4	-1.3	-6.3
c1ccc(-n2ncc3c2ncn2nc(CSc4nc5ccccc5s4)nc32)cc1	4.2	-0.4	-1.8
CC1CCCC(C)N1C(=O)CN1c2cccc3cccc(c23)S1(=O)=O (stereo unspecified)	-7.7	1.8	2.1
CC(NC(=O)COC(=O)C1(C)CC1(Cl)Cl)c1ccccc1 (stereo unspecified)	1.4	-5.9	2.8
O=C(COc1cccc(C(F)(F)F)c1)Nc1nnc(C2CC2)s1	-2.8	1.2	-2.3
CN(CC(=O)Nc1ccc(Cl)cc1)C(=O)c1ccc(N2CCCC2=O)cc1	4.0	-3.7	-3.9
COc1cc(/C=C/C(=O)N2CCC=CC2=O)cc(OC)c1OC	-6.2	0.6	6.9
Cc1ccc(S(=O)(=O)N2[C@@H](c3ccc(Cl)cc3)C(C(=O)O)=CC[C@H]2c2cccc(C)c2)cc1	-3.5	-0.1	-3.7
CCCCN1CCCCC1C(=O)Nc1c(C)cccc1C (stereo unspecified)	2.2	-2.3	-8.8
COc1cccc(C2(C)NC(=O)N(CC(=O)c3cc(C)n(C4CC4)c3C)C2=O)c1 (stereo unspecified)	4.7	-0.6	-3.1

Three compounds already listed, sorted by the number in GSK3A inh, low to high:
smiles	HDAC3 inh	GSK3A inh	DYRK1A inh
CC(NC(=O)COC(=O)C1(C)CC1(Cl)Cl)c1ccccc1 (stereo unspecified)	1.4	-5.9	2.8
COc1cc(/C=C/C(=O)N2CCC=CC2=O)cc(OC)c1OC	-6.2	0.6	6.9
O=C(COc1cccc(C(F)(F)F)c1)Nc1nnc(C2CC2)s1	-2.8	1.2	-2.3

(list continues)
mol	HDAC3 inh	GSK3A inh	DYRK1A inh
O=c1oc(C2(O)CCCCC2)cc2ccc(-c3ccc4[nH]ccc4c3)cc12	-6.5	-0.3	3.7
COc1cccc(NC(=O)CN(C)C(=O)c2ccc(NS(=O)(=O)c3ccc(F)cc3)cc2)c1	4.8	-1.2	11.3
O=C(OCC#CCSc1nnc(-c2cccc3ccccc23)o1)c1cnc[nH]1	-0.6	0.0	16.0
Cc1ccc(NC(=O)C(C)Sc2nc3nc(C)cc(C)n3n2)cc1 (stereo unspecified)	-11.4	-2.3	5.0
CCCCN(C(=O)c1ccc(NC2CC2)c([N+](=O)[O-])c1)c1c(N)n(CC(C)C)c(=O)[nH]c1=O	5.0	-3.1	3.0
CC(=O)c1c(C)[nH]c(C(=O)OCC(=O)N2CCN(S(=O)(=O)c3ccc(C)cc3)CC2)c1C	3.5	1.2	1.2
O=C(COC(=O)c1cccc(Cl)c1)Nc1cccc(S(=O)(=O)NC2=NCCC2)c1	3.0	14.5	-0.8
C=CCC[C@H](Cc1ccc(F)cc1)C(=O)OC[C@H](C)NC(=O)[C@H](CC=C)CC(=O)NCCO	-2.1	0.0	-1.1
CCOc1ccc(S(=O)(=O)N2CCN(C(=O)c3cc([N+](=O)[O-])ccc3N3CCOCC3)CC2)cc1	4.5	-4.6	5.7
COc1ccc(CC(=O)NNC(=O)CN(C)S(=O)(=O)c2ccc(Cl)cc2)cc1OC	-7.4	2.1	0.1
Cn1cccc1CC(=O)NNC(=O)Nc1ccccc1F	16.6	-2.6	-4.7
CCOC(=O)c1ccc(/C=C2\c3ccccc3C(=O)N2c2ccccc2)cc1F	-1.6	-1.8	8.0
Cc1cc(NC(=O)COC(=O)c2cc(S(=O)(=O)N(C)C)ccc2Cl)no1	2.7	5.3	2.8
CN(CC(=O)Nc1cccc(F)c1)C(=O)c1ccccc1Sc1ccccc1C#N	1.5	-3.6	11.7
C=C[C@@H]1c2cccc(C)c2N(S(=O)(=O)c2ccc(C)cc2)[C@H](c2ccc(OC(C)=O)cc2)C1(C#N)C#N	0.9	-3.2	4.4
Cc1cc(SCC(=O)NCCCN2CCCC2=O)nc2ccccc12	2.2	-3.0	2.3
CC1(NC(=O)Cc2csc(-c3ccc(Cl)cc3)n2)CCS(=O)(=O)C1 (stereo unspecified)	-4.0	-0.3	1.7
NC(=O)CCS(=O)(=O)CCN1CCN(S(=O)(=O)c2ccc3c(c2)CCC3)CC1	-0.3	-1.6	-5.1
CC(C)Cn1nc(C(=O)Nc2cccc(S(=O)(=O)N3CCCC3)c2)c2ccccc2c1=O	10.6	0.0	-2.0
Cc1nn(C)c(C)c1NS(=O)(=O)c1ccccc1Cl	-1.2	-1.1	-0.4
C[C@H](CO)N1C[C@H](C)[C@@H](CN(C)Cc2ccncc2)Oc2c(NS(=O)(=O)c3ccccc3)cccc2C1=O	-12.0	0.8	-4.3
COc1cccc(NC(=O)CN(C)C(=O)c2csc3c2CCCC3)c1	-8.0	-1.7	4.0
C[C@H]1CN([C@@H](C)CO)C(=O)Cc2cc(NC(=O)C3CC3)ccc2O[C@H]1CN(C)Cc1ccc(Oc2ccccc2)cc1	16.3	-1.0	-2.8
O=C1C=CN2CCOCC2C1 (stereo unspecified)	5.7	-2.0	4.1
COCc1c(C(=O)NCC2COc3ccccc3O2)oc2ccccc12 (stereo unspecified)	0.3	-4.5	-1.3
Cc1cccc([N+](=O)[O-])c1NC(=O)COC(=O)c1nc2nccc(C)n2n1	2.7	3.2	-5.1
CCOc1ccccc1C(=O)OCC(=O)NCCc1ccc(OC)cc1	-4.9	0.3	3.8
CCOC(=O)[C@H]1[C@H]2COc3ccccc3[C@@H]2N2C(=O)c3ccc(C)cc3NC(=O)[C@@]12C	-1.0	-2.4	5.4
CC(C)NC(=O)Nc1ccc2c(c1)C(=O)N([C@H](C)CO)C[C@H](C)[C@@H](CN(C)C(=O)Nc1ccc3c(c1)OCO3)O2	1.1	-0.1	-4.5

Compounds listed so far that contain four or more nitrogen atoms (twelve):
mol	HDAC3 inh	GSK3A inh	DYRK1A inh
CC(C)CN(C(=O)CSc1nncn1C)C1CCS(=O)(=O)C1 (stereo unspecified)	-1.6	1.0	2.2
CCCNC(=O)c1ccccc1NC(=O)c1cccc(-n2cnnn2)c1	1.1	0.3	2.6
c1ccc(-n2ncc3c2ncn2nc(CSc4nc5ccccc5s4)nc32)cc1	4.2	-0.4	-1.8
O=C(OCC#CCSc1nnc(-c2cccc3ccccc23)o1)c1cnc[nH]1	-0.6	0.0	16.0
Cc1ccc(NC(=O)C(C)Sc2nc3nc(C)cc(C)n3n2)cc1 (stereo unspecified)	-11.4	-2.3	5.0
CCCCN(C(=O)c1ccc(NC2CC2)c([N+](=O)[O-])c1)c1c(N)n(CC(C)C)c(=O)[nH]c1=O	5.0	-3.1	3.0
CCOc1ccc(S(=O)(=O)N2CCN(C(=O)c3cc([N+](=O)[O-])ccc3N3CCOCC3)CC2)cc1	4.5	-4.6	5.7
Cn1cccc1CC(=O)NNC(=O)Nc1ccccc1F	16.6	-2.6	-4.7
CC(C)Cn1nc(C(=O)Nc2cccc(S(=O)(=O)N3CCCC3)c2)c2ccccc2c1=O	10.6	0.0	-2.0
C[C@H](CO)N1C[C@H](C)[C@@H](CN(C)Cc2ccncc2)Oc2c(NS(=O)(=O)c3ccccc3)cccc2C1=O	-12.0	0.8	-4.3
Cc1cccc([N+](=O)[O-])c1NC(=O)COC(=O)c1nc2nccc(C)n2n1	2.7	3.2	-5.1
CC(C)NC(=O)Nc1ccc2c(c1)C(=O)N([C@H](C)CO)C[C@H](C)[C@@H](CN(C)C(=O)Nc1ccc3c(c1)OCO3)O2	1.1	-0.1	-4.5
